# Source: PubChem BioAssay (several laboratories)
# PvdQ acylase = P. aeruginosa PvdQ acylase inhibitors, primary screen, biochemical, fluorescence, plate reader and imaging, single point; PvdQ acylase [Pseudomonas aeruginosa LESB58]; purified PvdQ acylase; inhibition, % at 10 µM; hit rate 0.063% among 340,000; AID 488965, 2010; in the data active = inhibition above about 30%, passing the limit was not always enough; inconclusive = no clear call, values can overlap the other calls;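 note: 0% = vehicle neutral wells and 100% = reference inhibitor wells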
# V-ATPase pH = regulators of yeast V-ATPase proton pumping, primary screen, pHLuorin cytosolic pH fluorescence | response, % at 10 µM | hit rate 0.37% among 350,000 | S. cerevisiae | AID 504577, 2011; in the data active = response mostly above about 7.3%, no sharp cut-off; inactive = mostly below about 5.4%; note: actives read high; inactives centre near 0; some compounds called inactive have numbers as strong as hits; reference of the scale not given here
# dFosB activator = activators of delta FosB homodimer, primary screen, biochemical, fluorescence polarization, TAMRA-CDK5 oligo, single point. hit rate 0.99% among 340,000. activation, % at 25 µM. purified delta FosB; percent of positive-control signal above neutral wells. AID 493131, 2011. Protein FosB (Mus musculus), P13346;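 active = mean activation above about 17%, with every replicate also reaching it, limit read from the data, passing the limit was not always enough; inconclusive = only one of the two conditions met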;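 note: fluorescence polarization rise as delta FosB binds a TAMRA Cdk5 AP-1 oligo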
# Target sequence (P13346 whole entry, looked up): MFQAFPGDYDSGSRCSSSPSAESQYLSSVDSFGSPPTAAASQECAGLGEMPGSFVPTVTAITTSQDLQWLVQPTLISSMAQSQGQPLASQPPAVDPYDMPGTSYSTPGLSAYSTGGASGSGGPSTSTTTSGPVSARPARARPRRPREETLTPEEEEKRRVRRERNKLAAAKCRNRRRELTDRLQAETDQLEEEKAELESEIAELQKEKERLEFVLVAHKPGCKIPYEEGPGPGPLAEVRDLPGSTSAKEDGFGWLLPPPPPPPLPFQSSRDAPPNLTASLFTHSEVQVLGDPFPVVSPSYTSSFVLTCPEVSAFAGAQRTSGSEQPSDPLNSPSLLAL
# NSD2 inh = NSD2 histone methyltransferase inhibitors, primary screen, biochemical, AlphaScreen, single concentration, set 2 | AID 743445, 2014 | hit rate 0.54% among 310,000 | inhibition, % at 12.5 µM | Histone-lysine N-methyltransferase NSD2 (Homo sapiens), O96028 | NSD2 peptide methylation, 120 min; in the data active = inhibition above about 50%
# Wnt bcat act = Wnt/beta-catenin pathway activators, primary screen, cell-based, plate reader, single point; hit rate 1.2% among 300,000; activation, % at 9.35 µM; AID 743398, 2014; Wnt/beta-catenin reporter cell assay, activator; in the data active = activation above about 30%, passing the limit was not always enough; inconclusive = no clear call, values can overlap the other calls;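 note: 0% = neutral control wells and 100% = positive control wells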
# HTR5A ag ctr = HTR5A agonists in luminescence cell assay, primary screen, counter-screen for OPRM1-OPRD1 heterodimer agonist project, full-deck HTS; 5-hydroxytryptamine receptor 5A (Homo sapiens), P47898; cell-based; activation, % at 9.3 µM; hit rate 0.61% among 340,000; AID 504692, 2011; in the data active = activation mostly above about 9.5%, no sharp cut-off; inactive = mostly below about 7.6%;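 note: 0% = cells with vehicle only and 100% = reference agonist; strong numbers were not always called active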
# SR-BI DiI inh = inhibitors of SR-BI mediated HDL lipid uptake, primary screen, ldlA[mSR-BI] cells, fluorescence, single point | inhibition, % at 12.5 µM | hit rate 0.96% among 320,000 | ldlA[mSR-BI] CHO cells, DiI-HDL uptake fluorescence, 3 h | Scavenger receptor class B member 1 (Mus musculus), Q61009;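 active = mean replicate inhibition of at least 70% and a set share of replicates each scoring 70 or more; inconclusive = meets just one of the two criteria; inactive = fails both criteria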;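 note: 0% = median of neutral control wells and 100% = median of positive control wells; values of inactives mirror those of a sister screen read the other way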
# MITF TRPM1 HTS = activators of MITF-driven TRPM1 promoter reporter, primary screen, cell-based, SK-MEL-5, luciferase, single point | activation, % at 12.5 µM | hit rate 0.75% among 300,000 | SK-MEL-5 TRPM1-promoter luciferase, 24 h; % of positive control, neutral wells = 0;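 active = mean activation of at least 80% with every replicate also reaching 80%; inconclusive = mean reaches 80% but some replicate falls short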;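 note: 0% = neutral control wells and 100% = parthenolide positive control wells; values of inactives mirror those of a sister screen read the other way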
# HTR5A inv ag = HTR5A inverse agonists in luminescence cell assay, primary screen, counter-screen for OPRM1-OPRD1 heterodimer inverse agonist project, full-deck HTS; HTR5A cell line, inverse agonism; inhibition, % at 9.3 µM; hit rate 0.083% among 340,000; AID 504634, 2011; in the data active = inhibition mostly above about 23%, no sharp cut-off; inactive = mostly below about 18%;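 note: 0% = cells with DMSO and 100% = no-cell wells with DMSO; some compounds called inactive have numbers as strong as hits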
# CDK5 p35 inh = inhibitors of human CDK5/p35 kinase, primary screen, biochemical, single concentration; Cyclin-dependent kinase 5 (Homo sapiens) + Cyclin-dependent kinase 5 activator 1 (Homo …; Recombinant CDK5/p35, ADP-Glo luminescence, 60 min; inhibition, % at 10 µM; hit rate 0.01% among 330,000;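 active = highest replicate inhibition of at least 50% and at least 75% of replicates reaching 50%; inconclusive = only one of the two criteria met; inactive = both criteria failed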;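 note: plate controls were DMSO neutral control for no effect and GW8510 at 10 µM for full effect; many of its hits are not listed in these tables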
# Target sequence (Q00535 whole entry, looked up): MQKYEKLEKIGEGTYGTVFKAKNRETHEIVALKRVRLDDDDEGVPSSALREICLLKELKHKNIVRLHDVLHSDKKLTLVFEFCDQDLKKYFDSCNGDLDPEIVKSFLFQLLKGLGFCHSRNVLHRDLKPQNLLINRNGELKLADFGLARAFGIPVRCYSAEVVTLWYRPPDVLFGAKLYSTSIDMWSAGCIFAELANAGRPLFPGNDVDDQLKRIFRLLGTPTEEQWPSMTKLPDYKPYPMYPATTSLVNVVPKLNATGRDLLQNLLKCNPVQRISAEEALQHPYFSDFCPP
# Target sequence (Q15078 whole entry, looked up): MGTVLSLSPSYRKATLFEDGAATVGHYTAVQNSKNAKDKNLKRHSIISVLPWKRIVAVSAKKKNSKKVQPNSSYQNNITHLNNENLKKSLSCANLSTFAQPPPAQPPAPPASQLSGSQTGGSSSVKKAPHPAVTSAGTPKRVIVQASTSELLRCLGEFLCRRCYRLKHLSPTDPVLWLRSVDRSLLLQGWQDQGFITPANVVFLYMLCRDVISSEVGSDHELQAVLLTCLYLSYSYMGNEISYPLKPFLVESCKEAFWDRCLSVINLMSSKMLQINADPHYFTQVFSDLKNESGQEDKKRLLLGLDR
# * marks the source's active call; other numbers are inactive results; ? = inconclusive; / = not tested or not shown. No enrichment for hits; overall some 5% were active at least once.
SMILES,PvdQ acylase,V-ATPase pH,dFosB activator,NSD2 inh,Wnt bcat act,HTR5A ag ctr,SR-BI DiI inh,MITF TRPM1 HTS,HTR5A inv ag,CDK5 p35 inh
Cc1ccc(C2(C)NC(=O)N(CC(=O)NCCC3=CCCCC3)C2=O)cc1 (stereo not given),-3.5,-1.4,-8.1,-0.9,/,-3.6,-0.3,-10.1,4.2,0.8
O=[n+]1c2c(n([O-])c3ccccc31)CCCC2,1.1,9.0,-5.7,6.9,/,-1.0,-9.5,5.4,-16.7,0.3
CCCCCc1ccc(-c2ccc(OCC)cc2)nc1,-9.1,1.1,0.9,/,27.6,-4.4,5.6,60.9,10.8,-0.6
O=C/C=C/c1c(-c2ccccc2)cc2oc3ccccc3cc1-2,-5.7,5.2,-8.3,4.6,4.5,-2.1,99.5*,3.8,7.3,0.5
Cc1cccc(NC(=O)CSCC(=O)N(CCC(C)C)c2c(N)n(Cc3ccccc3)c(=O)[nH]c2=O)c1,-10.9,-0.9,-25.2,0.8,-6.0,-4.1,4.2,-9.0,11.1,0.8
COC(=O)Cc1[nH]nc2c1C1(C(=O)N(Cc3ccccc3)c3ccccc31)C(C#N)=C(N)O2 (stereo not given),-7.4,-3.1,-2.2,16.4,-3.4,-0.1,-17.5,9.2,2.4,-1.6
CN1CCN(S(=O)(=O)c2cccc(C(=O)O)c2)CC1,-9.2,-0.7,-5.6,0.1,3.4,4.5,/,-5.5,-16.2,-0.2
Cc1cccc(OC(=O)c2cn(C)nc2C(F)(F)F)c1C,-11.1,-1.1,1.6,-0.4,-2.1,-2.2,-10.4,/,-2.2,-0.5
C/C(=N\NC(=O)Cc1ccccc1Cl)c1cccnc1,-8.0,-0.2,-4.6,-3.6,-5.4,-3.9,16.0,8.6,15.3,0.9
CCCn1nc(C(=O)OCC(=O)c2ccc3c(c2)NC(=O)CO3)c2ccccc2c1=O,-8.7,-1.1,11.1,-0.6,-3.8,0.9,1.9,/,-2.9,-2.2
CNC(=S)NNC(=O)Cc1ccccc1,3.9,0.3,-0.3,-2.4,/,-2.0,-14.7,/,-24.5,0.1
COc1cccc(N(CC(=O)NC2CC3CCC2C3)S(=O)(=O)c2ccccc2)c1 (stereo not given),-8.1,-0.6,-4.1,/,1.0,-1.7,/,/,4.8,-4.2
CCC(=O)Nc1nnc(SCc2ccc(F)cc2)s1,-1.0,-2.5,2.8,-1.1,0.0,-0.8,-9.2,/,-24.3,0.4
NC(=O)c1nc(C(=O)N2CCCCC2)c2ccccc2n1,-11.9,0.5,-0.3,/,-0.1,11.3,18.5,10.4,-30.4,0.0
CN(Cc1ccccc1)S(=O)(=O)c1ccc(NC(=O)c2ccccc2C(=O)O)cc1,1.3,0.7,-5.6,-1.8,-1.3,-1.1,-24.4,-19.4,29.4,-1.0
Cc1ccc(CN2CCN(/N=C/c3ccc(C(=O)O)cc3)CC2)cc1,-5.6,0.8,-4.0,-3.1,/,2.6,-13.4,-12.5,21.0,-0.7
CC(NC(=O)CNC(=O)C1O[C@@H]2OC(C)(C)O[C@@H]2[C@H]2OC(C)(C)O[C@@H]12)C(=O)O (stereo not given in full),-0.8,-0.9,-2.2,0.8,-0.9,-1.3,-32.7,6.3,3.4,-1.9
Cc1ccc(-c2cc(C(=O)N/N=C/c3c(C)nn(-c4ccccc4)c3C)[nH]n2)cc1,-4.3,2.1,-4.1,-1.9,-11.4,-0.3,77.8*,-5.8,0.7,0.8
CN(C(=O)CSc1nnc(-c2ccc(OC(F)F)cc2)n1N)C1CCS(=O)(=O)C1 (stereo not given),5.5,4.5,-5.2,-0.8,-0.9,-1.1,-6.7,-5.9,19.0,-0.4
COc1ccc(NC(=O)CN(C)S(=O)(=O)c2cnc[nH]2)cc1OC,-6.4,1.0,0.5,1.3,-0.2,0.4,-7.9,2.1,9.1,0.5
CCOC(OCC)c1cn(Cc2ccc(C(=O)c3ccccc3)cc2)nn1,-13.7,4.7,-3.8,/,0.0,-0.3,-6.0,-30.5,0.8,0.7
CCOC(=O)/C(C#N)=C1/C=CN(c2ccccc2)C=N1,-7.3,3.8,-2.8,/,5.1,0.4,-8.3,59.1,4.5,0.3
O=C(NCCCn1ccnc1)C1CC2CCC1C2 (stereo not given),-5.4,-7.4,-2.4,-0.5,-0.1,-7.6,-10.7,1.9,8.1,0.5
Cc1ccccc1C(=O)OCC(=O)NCc1ccco1,2.0,0.3,2.1,0.1,3.5,2.7,7.2,7.9,-9.5,-0.8
CC(C)NC(=O)c1ccccc1NC(=O)/C=C/c1cccc([N+](=O)[O-])c1,-3.5,1.6,-4.8,-0.4,-1.4,0.0,27.9,8.9,0.0,1.4
Cc1onc(-c2ccccc2)c1-c1ccnn1C(=O)NC(C)C,1.6,-7.3,2.0,-5.0,-1.5,1.9,-6.6,0.0,-9.6,0.0
CCOC(=O)c1c(C)[nH]c(C)c1S(=O)(=O)N(C)CC(=O)Nc1ccccc1OC,1.2,-0.3,-3.1,1.8,0.6,-2.6,-2.8,7.7,-18.8,0.7
CCOc1ccc(OCCN2C(=O)NC(Cc3c[nH]c4ccccc34)C2=O)cc1 (stereo not given),6.8,-4.8,-7.2,2.6,/,-0.5,0.9,/,1.6,0.1
CCN1CCN(C(c2ccccc2)c2nnnn2Cc2ccc(OC)cc2)CC1 (stereo not given),-5.3,-0.5,-4.7,9.8,-3.1,0.3,-18.6,3.5,-0.8,0.9
Cc1ccc(C)n1/N=C1/NC(=O)CS1,1.0,3.5,-9.9,143.9*,-1.9,-2.0,-6.8,-4.7,-9.7,-1.9
Cc1ccc(SCCN2CCC(C(C)(C)C)CCC2=O)cc1 (stereo not given),18.0,2.0,-1.3,/,8.8,1.8,-6.3,46.4,1.3,-4.3
CC(C)C(c1nnnn1Cc1cccs1)N1CCN(C2CCCC2)CC1 (stereo not given),-11.6,8.1,-15.5,0.4,-3.0,2.6,-11.5,4.7,9.9,1.8
CC(C)OP(=O)(OC(C)C)C(O)c1ccc2c(c1)OCO2 (stereo not given),-6.4,-1.9,2.3,-4.8,2.2,-1.6,-20.7,4.1,4.3,-0.2
Nc1c(-c2ccc(Cl)cc2)cnc2ncnn12,-5.8,0.5,2.3,4.6,-0.6,3.8,-19.2,-8.1,5.5,-0.2
Cc1ccc(S(=O)(=O)Oc2ccc(/C=C3/N=C(c4ccccc4)OC3=O)cc2)cc1,-8.0,6.0,-8.5,11.3,-0.3,5.5,-16.1,0.9,8.8,0.7
CC1CCCCN1C(=O)CSc1nnc(CSc2ncccn2)n1C (stereo not given),-0.5,4.9,-3.0,0.1,1.0,11.5,6.3,/,-30.2,-0.4
Cc1ccc(S(=O)(=O)Nc2cc(-c3nn(C)c(=O)c4ccccc34)ccc2N2CCOCC2)cc1,-4.6,-2.5,0.9,-8.3,/,-1.1,-2.8,-41.8,-13.0,1.5
Cc1ccc(S(=O)(=O)NCCC(=O)OCC(=O)NC(=O)c2cccn2C)cc1,-8.1,-0.6,-5.3,3.7,-2.5,-3.5,/,-10.0,18.6,1.2
Cc1ccc(OCc2nnc(SCC(=O)Nc3ncc(C)s3)o2)cc1,-0.7,-2.2,-2.3,0.1,2.1,-1.5,5.4,/,-7.6,-0.7
COc1ccccc1/C=C/CN1CCCC(CO)(CCc2ccccc2)C1 (stereo not given),-7.5,3.3,-11.3,2.1,-0.6,-1.8,18.0,-2.1,-53.4,0.9
CCCCN(C(=O)CSc1ncnc2sccc12)c1c(N)n(Cc2ccccc2)c(=O)[nH]c1=O,-3.3,-3.3,3.1,1.8,-4.5,-8.5,15.9,-2.4,20.8,0.2
O=C(O)c1ccc(Cl)cc1NC(=O)C1CCCO1 (stereo not given),-17.3,-0.7,1.4,-9.2,/,-0.6,-14.8,2.0,1.9,-0.9
O=C(O)c1ccccc1-c1ccccc1C(=O)NNc1ccccc1,-1.7,-1.5,8.5,34.5,?,0.4,13.1,-4.1,12.6,0.0
CCCc1cc(=O)[nH]c(SCCOc2ccc(OCC)cc2)n1,22.6,-5.3,0.0,0.6,/,4.8,-2.7,-7.0,-10.5,-1.3
COC(=O)c1cc(NC(=O)c2c(Cl)nc3sccn23)cc(C(=O)OC)c1,7.3,-0.8,-6.5,0.3,/,2.6,-35.1,-28.5,14.5,0.9
Cc1cccc(C(=O)OCC(=O)c2ccc3c(c2)OCCO3)c1O,-1.9,-2.0,-3.3,/,?,-2.2,4.0,50.3,-23.7,1.9
CC(C)C(c1nnnn1Cc1ccc(F)cc1)N1CCC(C(N)=O)CC1 (stereo not given),20.2,-1.8,2.0,-3.2,-2.7,-2.3,-5.8,16.8,6.5,4.3
COC(=O)c1cc(S(=O)(=O)NCC2CCN(Cc3ccc(Cl)cc3)CC2)cn1C,1.0,-2.1,-7.3,1.1,-0.1,0.1,-11.4,-7.5,-0.3,-0.3
CCOc1ccccc1N1CC(C(=O)Nc2ccc(C(=O)O)cc2)CC1=O (stereo not given),-6.7,4.0,-0.7,-0.9,/,2.1,-10.0,-3.0,-7.8,-1.8
CCCC(=O)Oc1ccc(-c2nccc(C(OC)OC)n2)cc1,-9.5,1.8,-6.8,-1.8,0.2,0.1,-5.7,9.8,22.9,-0.8
CCOc1ccc(CCNS(=O)(=O)c2ccc(-c3ccc(=O)[nH]n3)o2)cc1OCC,-11.0,3.3,-0.8,1.1,-1.6,-2.9,13.4,-5.2,11.0,-2.5
Cc1cccc(NC(=O)c2ccc(S(=O)(=O)N3CCCC3)cc2)c1C,-11.6,4.0,-10.0,5.2,-3.2,-3.0,/,-0.1,7.8,-0.3
CC(C)C(NS(=O)(=O)c1cccs1)C(=O)NCc1ccc2c(c1)OCO2 (stereo not given),11.0,1.1,-7.1,/,0.2,-3.2,/,-3.2,8.9,-2.7
Cc1ccccc1-c1cc(C(=O)NCc2ccco2)nn1CC1CC(c2cccc([N+](=O)[O-])c2)=NO1 (stereo not given),-2.9,1.7,-10.8,/,-4.6,-0.8,24.0,/,2.4,-0.4
O=C(Cn1c(=O)c2cccn2c2ccccc21)Nc1ccc(F)cc1F,-2.3,5.5,10.9,-7.1,-2.8,-0.5,-6.3,4.5,2.0,2.4

# Reprinted at random: two compounds from above.
SMILES,PvdQ acylase,V-ATPase pH,dFosB activator,NSD2 inh,Wnt bcat act,HTR5A ag ctr,SR-BI DiI inh,MITF TRPM1 HTS,HTR5A inv ag,CDK5 p35 inh
Cc1ccc(CN2CCN(/N=C/c3ccc(C(=O)O)cc3)CC2)cc1,-5.6,0.8,-4.0,-3.1,/,2.6,-13.4,-12.5,21.0,-0.7
COC(=O)Cc1[nH]nc2c1C1(C(=O)N(Cc3ccccc3)c3ccccc31)C(C#N)=C(N)O2 (stereo not given),-7.4,-3.1,-2.2,16.4,-3.4,-0.1,-17.5,9.2,2.4,-1.6
